Bioassay records (PubChem BioAssay)
Menin MLL FP TR: inhibitors of human menin-MLL interaction, mutant MLL peptide. O00255. Menin + Texas Red MLL mutant peptide, fluorescence polarization. Potency, µM (titrated, usually from 61.6 µM), for the others: at the highest dose FP activity change, negative = inhibition, usual class: inhibitors. hit rate 0.23% among 270,000. AID 1768; active = well fitted inhibition curve with a large enough effect in the polarisation, with a control signal flat, not every such curve was filed as active; inconclusive = small, poorly fitted or top-dose-only effect, or effect the other way, or a change in a side signal; inactive = no such curve, though single readings can be large or run the other way; the % refers to the polarisation; note: potency is the fitted concentration of half-maximal effect; % of control where 0% means no effect; many of its hits are not listed in these tables
Target sequence (O00255 whole entry, looked up): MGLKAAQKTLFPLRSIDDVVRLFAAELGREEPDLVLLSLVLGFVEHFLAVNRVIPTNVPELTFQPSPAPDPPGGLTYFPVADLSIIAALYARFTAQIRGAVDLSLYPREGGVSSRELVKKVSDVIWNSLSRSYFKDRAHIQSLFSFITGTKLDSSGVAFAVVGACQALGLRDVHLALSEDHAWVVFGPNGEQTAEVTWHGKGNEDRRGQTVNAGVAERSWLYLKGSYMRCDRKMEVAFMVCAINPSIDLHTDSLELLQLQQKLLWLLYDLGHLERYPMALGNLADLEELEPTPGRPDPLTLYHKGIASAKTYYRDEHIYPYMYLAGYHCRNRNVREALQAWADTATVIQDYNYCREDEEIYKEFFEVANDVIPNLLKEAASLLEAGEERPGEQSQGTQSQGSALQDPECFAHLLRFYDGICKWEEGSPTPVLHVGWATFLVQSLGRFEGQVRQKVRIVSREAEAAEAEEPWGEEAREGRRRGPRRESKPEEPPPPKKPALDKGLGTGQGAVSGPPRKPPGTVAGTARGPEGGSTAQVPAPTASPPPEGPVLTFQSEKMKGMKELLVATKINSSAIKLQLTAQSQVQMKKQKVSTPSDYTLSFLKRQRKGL
Coupling enz: inhibits coupling enzyme system, counter-screen for aldolase hits; coupling enzyme system counterscreen, AmpLite Red fluorescence; activity change, negative = inhibition, % at 58.2 µM, hits read low; hit rate 0.67% among 290,000; in the data active = activity change below about -30%; note: % is set by controls: 0 for no effect and ±100 for the full control effect
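First, compound is pin-transferred into glyceraldehyde-3-phosphate coupling-enzyme reagent at 57.5 uM final and held 10 min at RT. Next, substrate, coupling system and AmpLite Red are added. After 20 min RT, fluorescence (525/598 nm) is read.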
a7 integrin act: integrin-mediated muscular dystrophy alleviation activation | alpha7betagal myoblasts, beta-gal FDG fluorescence, 48 h | Potency, µM (series often up to 38.3 µM), without a hit: at the highest dose activation, hits mostly activators | hit rate 0.064% among 350,000;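 note: potency is the fitted concentration of half-maximal effect; 100% = response of the positive control SU9516; nearly all actives have a fitted effect of over 60% in size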
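Alpha7betagal+/- myoblasts (passage 13) were plated 16-24 hr, then exposed to compounds (1:260 dilution of DMSO stock) for 48 hours at 37C. After MPER lysis, β-galactosidase reporter activity was read as FDG fluorescence (ex 480/em 540) after 30 minutes.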
Giardia kill: kills Giardia lamblia. Giardia lamblia trophozoite viability. activity change, % at 7.66 µM, hits read low. hit rate 0.15% among 340,000. AID 540267; in the data active = activity change below about -80%; inconclusive = between about -30% and that limit;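 note: parasites exposed to compound for two days anaerobically before the ATP read; % is set by controls: 0 for no effect and ±100 for the full control effect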
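Media and compound were dispensed first, then trophozoites at 100 cells/well; plates sat 48 hrs at 37 deg C without oxygen before ATP luminescence reagent was added and read after 15-30 min at room temperature.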
S-ASM inh: blocks human secretory acid sphingomyelinase. placental ASM, HMU-PC fluorogenic substrate, 60 min. Potency, µM (top dose mostly 57.5 µM), without a hit: top-dose activity change, negative = inhibition, actives largely listed as inhibitors. hit rate 0.006% among 340,000; note: potency is the fitted concentration of half-maximal effect
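qHTS format. ASM enzyme prepared from human placenta hydrolyses the fluorogenic substrate HMU-PC0 (9 uM final) over 60 min at 37 °C after a 10 min compound preincubation.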
PTAP TSG101 blk: blocks PTAP/TSG101 interaction to inhibit HIV-1 budding; 340,000 tested, under 10 active; Potency, µM (series often up to 115 µM), for inactives: at the top dose activity change, negative = inhibition, usual class: inhibitors; Fluorescence polarization, FITC-PTAP peptide / Tsg101 binding; Q99816; active = well fitted inhibition curve with a large enough effect in the main read-out, with a control signal flat, not every such curve was filed as active; inconclusive = small, poorly fitted or top-dose-only effect, or effect the other way, or a change in a side signal; inactive = no such curve, though single readings can be large or run the other way; note: potency is the fitted concentration of half-maximal effect; % of control where 0% means no effect
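Compounds were pin-transferred onto Tsg101 binding domain (10 uM final) in HEPES pH 7.5 buffer, then FITC-PTAP peptide was added at 50 nM final. After 20 min at RT, polarization reported peptide displacement across a qHTS concentration series.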
Tb PFK block: inhibitors of T. brucei phosphofructokinase | T. brucei PFK, ADP-Glo luminescence | Potency, µM (series often up to 57.5 µM), for inactives: at the top dose activity, negative = inhibition, usual class: inhibitors | hit rate 0.17% among 330,000;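 note: potency is the fitted concentration of half-maximal effect; 0% = uninhibited 1x PFK enzyme wells and -100% = no-enzyme wells; nearly all actives have a fitted effect of over 60% in size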
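Luminescent ADP detection (ADP-Glo, two-step: ATP depletion then ADP-to-ATP conversion for luciferase) reported PFK activity after 45 min room-temperature reaction of 1.25 nM enzyme with 0.5 mM F6P and 0.1 mM ATP at pH 8.0.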
Chronic BCR inh: inhibitors of chronic active B-cell receptor signaling | ABC-DLBCL IkBa-CBG/CBR reporter, luminescence ratio, 4 h | Potency, µM (highest dose often 46.1 µM), for the others: top-dose ratio change, negative = lower green/red ratio, usual class: inhibitors | hit rate 0.05% among 340,000 | AID 493014; active = well fitted inhibition curve with a large enough effect in the signal ratio, with a control signal flat, not every such curve was filed as active; inconclusive = small, poorly fitted or top-dose-only effect, or effect the other way, or a change in a side signal; the % refers to the signal ratio;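 note: potency is the fitted concentration of half-maximal effect; plate controls were basal doxycycline-induced cells for no effect and cells given 10 µM MG132 for full effect; MG132 reads +100%, hits lower the ratio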
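Concentration-response series (up to 46 uM) were applied to TMD8 dual-reporter cells for 4 h at 37C with doxycycline. Green/red ratio, after filter-overlap correction, defined %Activity; red signal alone was normalised to basal cells and zero luminescence.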
GALK inhibitor: galactokinase (human) inhibition. P51570. Purified GALK, Kinase-Glo residual ATP luminescence. Potency, µM (series often up to 57.5 µM), without a hit: top-dose activity change, negative = inhibition, actives largely listed as inhibitors. hit rate 0.007% among 270,000. AID 1868; note: potency is the fitted concentration of half-maximal effect; % is set by controls: 0 for no effect and ±100 for the full control effect
Target sequence (P51570 whole entry, looked up): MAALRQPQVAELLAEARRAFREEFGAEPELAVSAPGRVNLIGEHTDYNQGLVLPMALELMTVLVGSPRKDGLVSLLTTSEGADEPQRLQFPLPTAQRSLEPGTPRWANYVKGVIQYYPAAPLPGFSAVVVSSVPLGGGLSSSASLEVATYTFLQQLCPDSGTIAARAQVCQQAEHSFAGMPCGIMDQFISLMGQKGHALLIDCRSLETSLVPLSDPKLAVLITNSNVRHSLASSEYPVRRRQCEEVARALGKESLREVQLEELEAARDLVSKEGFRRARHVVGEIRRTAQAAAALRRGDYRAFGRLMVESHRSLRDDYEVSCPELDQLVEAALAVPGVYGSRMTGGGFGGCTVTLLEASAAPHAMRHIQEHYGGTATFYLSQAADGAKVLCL
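5 nM enzyme, 35 uM ATP, 100 uM galactose, 20 mM HEPES pH8.0, 5 mM MgCl2; 1 h RT; residual ATP by Kinase-Glo Plus luminescence, qHTS format.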
PKM2 activator: PKM2 (human) enzyme activation; hit rate 0.34% among 260,000; Potency, µM (top dose mostly 57.5 µM), without a hit: at the top dose activation, hits mostly activators; P14618; purified PKM2, Kinase-Glo ATP luminescence, activation; response scale: 0% is enzyme alone, no compound; note: potency is the fitted concentration of half-maximal effect; % is set by controls: 0 for no effect and ±100 for the full control effect; nearly all actives have a fitted effect of over 55% in size
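Purified hPK-M2 (>95% pure) converted ADP (0.1 mM final) to ATP with 0.5 mM PEP in 50 mM imidazole pH7.2, KCl, MgCl2, Tween 20, BSA; 1 h at room temperature. ATP detected by Kinase-Glo luminescence.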
B2AR arrestin: agonists driving beta-arrestin recruitment to human beta2-adrenergic receptor; P07550; beta-arrestin recruitment to beta2AR, cell-based reporter; Potency, µM (series often up to 46.1 µM), for inactives: at the top dose activation, usual class: activators; hit rate 0.02% among 330,000; AID 492947;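 note: potency is the fitted concentration of half-maximal effect; 0% = DMSO controls and full agonism = EC100 isoproterenol or metaproterenol; nearly all actives have a fitted effect of over 65% in size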
Numbers without * were called inactive; ? = inconclusive; · = not tested or not shown; [ ] = dose if it differs, or a comment. Unless noted, calls come from the whole dose curve; as a rule, active = well fitted curve in the direction sought with a large enough effect; inconclusive = small, poorly fitted or top-dose-only effect, or another doubt; inactive = no such curve, though single readings can be large; an effect the other way counts as inactive or inconclusive. An excerpt; the hit share may differ from the screen's.

smiles	Menin MLL FP TR	Coupling enz	a7 integrin act	Giardia kill	S-ASM inh	PTAP TSG101 blk	Tb PFK block	Chronic BCR inh	GALK inhibitor	PKM2 activator	B2AR arrestin
O=C(NC(C(=O)N/N=C/c1cccnc1)c1n[nH]c(=O)c2ccccc12)c1ccccc1 (stereo not given)	·	1	-14%	31[activator]	-1%	-6%	-9%	?	4%	-8%	-0.3%
O=C(CSc1nnnn1-c1ccc2c(c1)CCC2)NCc1cccs1	-14%	1	-24%	19	-2%	-2%	3%	1%	0%	-1%	-0.5%
O=C(CSc1nc(-c2ccco2)cc(C(F)(F)F)n1)NCC1CCCO1 (stereo not given)	1%	0	-29%	-6	0%	-5%	-8%	-1%	-2%	1%	-0.1%
N#C/C(=C(/O)c1ccc(Cl)cc1)c1nc2ccccc2[nH]1	0%	0	0%	4	24%	-5%	1%	?	0%	·	-0.7%
COc1ccc(CN(CCC(c2ccco2)C(C)C)C(C)=O)cc1OC (stereo not given)	·	4	-16%	4	0%	-2%	0%	-11%	-1%	15%	0.5%
O=C(CNC(=O)c1ccccc1Br)N/N=C/c1cc(Br)ccc1O	26%	0	-18%	?	242%[activator]	1%	-2%	-2%	0%	4%	-0.2%
Cc1ccc(-c2onc3ccc(C=O)cc23)cc1	13%	0	10%	10	368%[activator]	-7%	4%	1%	-1%	-4%	-1.2%
COc1ccccc1-n1cc(CN2CCN(CC(C)C)C(CCO)C2)cn1 (stereo not given)	-24%	1	27%	19	-2%	-7%	3%	?	14%	1%	-0.1%
COc1ccc(NC(=O)C2CCCN(c3nccc(C)n3)C2)cc1 (stereo not given)	13%	1	-21%	-16	-1%	-4%	3%	-12%	-1%	1%	-0.3%
Nc1ncnc2c1ncn2CCOc1ccccc1	0%	2	9%	-3	2%	-2%	-6%	-26%	0%	3%	-0.1%
CCOc1ccc(NCCC(O)c2ccc(F)cc2)cc1 (stereo not given)	?	2	-14%	8	2%	-5%	0%	0%	1%	·	0.4%
O=C(CSc1nc(C2CC2)n(-c2ccccc2)n1)NCc1ccco1	·	·	0%	-3	-4%	-1%	-1%	6%	·	·	-0.2%
CC(/C=C\C=C\c1ccccc1)=N\NC(=O)c1cncc(Br)c1	17%	-1	-51%[inhibitor]	-18	-4%	2%	-6%	?	0%	4%	0.5%
Cc1ccc(CN2CCN(Cc3cn(C)nc3C)CC2CCO)o1 (stereo not given)	7%	0	-6%	-28	7%	-4%	1%	1%	5%	-1%	-0.1%
O=Cc1ccc(OC(=O)c2cccnc2)cc1	-2%	1	20%	-6	1%	-9%	-19%	-15%	8%	6%	2.7%
O=C(COc1ccccc1Br)NCc1ccccn1	3%	0	17%	-3	3%	-3%	1%	?	0%	0%	0.2%
C=CCOc1c2ccc(C(=O)NC3CCCc4ccccc43)cc2nn1C (stereo not given)	14%	0	-8%	-13	70%[activator]	-1%	-2%	?	·	-8%	3.2%
CC1Cc2ccccc2N1C(=O)COC(=O)Cn1nnc(-c2ccccc2)n1 (stereo not given)	?	-2	0%	3	-3%	-3%	1%	0%	-1%	-10%	0.0%
Cc1ccccc1NC(=O)C1CCN(S(=O)(=O)c2cccs2)CC1	1%	1	-20%	9	4%	2%	-2%	-12%	0%	-1%	0.1%
Cc1cnc(NC(=O)C2CC=CCC2)s1 (stereo not given)	5%	-1	0%	-19	-3%	0%	-1%	?	7%	-5%	-0.6%
N#CCC(=O)NC1CCC(CC2CCC(NC(=O)CC#N)CC2)CC1 (stereo not given)	3%	4	2%	0	3%	-4%	-12%	0%	5%	2%	0.2%
O=C1CCCCC/C1=N/Nc1ccc(OCc2ccccc2)cc1	·	2	3%	0	1%	-1%	-1%	6%	10%	-1%	-0.6%
NC(=O)CSc1ncnc2c1nnn2Cc1ccc(F)cc1	-8%	1	-8%	9	0%	-1%	-7%	?	4%	51%	-0.1%
CCOC(=O)[C@H]1[C@H]2COc3ccc(Cl)cc3[C@@H]2N2C(=O)c3ccccc3NC(=O)[C@@]12C	·	·	-39%	11	2%	0%	-4%	?	·	·	4.9%

5 compounds out of the list, arranged by length of the SMILES, lowest first.
smiles	Menin MLL FP TR	Coupling enz	a7 integrin act	Giardia kill	S-ASM inh	PTAP TSG101 blk	Tb PFK block	Chronic BCR inh	GALK inhibitor	PKM2 activator	B2AR arrestin
O=C1CCCCC/C1=N/Nc1ccc(OCc2ccccc2)cc1	·	2	3%	0	1%	-1%	-1%	6%	10%	-1%	-0.6%
N#CCC(=O)NC1CCC(CC2CCC(NC(=O)CC#N)CC2)CC1 (stereo not given)	3%	4	2%	0	3%	-4%	-12%	0%	5%	2%	0.2%
CC(/C=C\C=C\c1ccccc1)=N\NC(=O)c1cncc(Br)c1	17%	-1	-51%[inhibitor]	-18	-4%	2%	-6%	?	0%	4%	0.5%
CC1Cc2ccccc2N1C(=O)COC(=O)Cn1nnc(-c2ccccc2)n1 (stereo not given)	?	-2	0%	3	-3%	-3%	1%	0%	-1%	-10%	0.0%
CCOC(=O)[C@H]1[C@H]2COc3ccc(Cl)cc3[C@@H]2N2C(=O)c3ccccc3NC(=O)[C@@]12C	·	·	-39%	11	2%	0%	-4%	?	·	·	4.9%

Next section:
smiles	Menin MLL FP TR	Coupling enz	a7 integrin act	Giardia kill	S-ASM inh	PTAP TSG101 blk	Tb PFK block	Chronic BCR inh	GALK inhibitor	PKM2 activator	B2AR arrestin
COCCn1c(SCC(=O)Nc2nnc(C)s2)nnc1-c1ccncc1	-8%	2	32%[7.66 µM]	-10	3%	-15%	-2%	0%	1%	-2%	0.0%
CCCc1nc2oc3c(OCC)ncnc3c2c2c1COC(C)(C)C2	1%	0	-10%	19	-5%	-12%	-2%	12%	0%	-2%	-0.3%
CCOC(=O)N1CCN(C(c2cccnc2)c2ccc3cccnc3c2O)CC1 (stereo not given)	-4%	1	-34%	18	0%	-3%	?	?	0%	5%	-1.0%
Cc1ccc2c(NC(=S)NC(=O)c3ccccc3)cccc2n1	·	·	-3%	18	-1%	2%	-2%	?	5%	-3%	-0.1%
CCN(c1ccc(NC(=O)c2ccc(N3CCCC3=O)cc2)cc1)C(C)C	·	·	-3%	17	·	0%	-5%	8%	·	·	-0.7%
O=C(N/N=C/c1ccc([N+](=O)[O-])cc1)c1ccc(NS(=O)(=O)c2cccs2)cc1	·	·	26%	1	-13%	-4%	0%	?	·	·	-0.8%
O=C(c1cc(-c2cccs2)nc2ccccc12)N1CCN(S(=O)(=O)c2ccccc2)CC1	-19%	1	4%	-8	41%[activator]	-1%	0%	-2%	-3%	?	0.2%
CCOC(=O)c1cc(-c2ccc3c(c2)OCCO3)nc2c1c(C)nn2CCC#N	33%[activator]	0	-25%	42[activator]	276%[activator]	0%	4%	?	-4%	-2%	0.1%
Cc1c(C(=O)O)sc(S(=O)(=O)N2CCNCC2)c1C(=O)O	·	-6	·	·	·	·	-2%	3%	1%	-3%	0.5%
Cc1ccc2c(c1)NC(=O)C(CC(=O)NCCCN1CCN(C3CCCCC3)CC1)O2 (stereo not given)	6%	2	·	·	·	·	-1%	2%	0%	0%	-0.1%
O=C(NC1CCCCC1)c1cc([N+](=O)[O-])ccc1N1CCCCC1	-24%	1	8%	4	0%	·	0%	12%	0%	1%	-0.1%
CCN(C(=O)C1CC1)C1CCS(=O)(=O)C1 (stereo not given)	·	·	0%	-24	0%	3%	-10%	-11%	·	·	0.1%
COc1ccc(-n2[nH]c(C)cc2=O)cc1	4%	-32*	8%	-4	1%	-3%	1%	?	0%	-3%	-0.6%
